# LmPK inh: LmPK (Leishmania mexicana) enzyme inhibition | Q27686 | purified LmPK, Kinase-Glo ATP luminescence, 1 h | Potency, µM (series often up to 57.5 µM), for inactives: at the top dose activity change, negative = inhibition, actives largely listed as inhibitors | hit rate 0.37% among 290,000 | AID 1721; further: potency means the concentration at half of the fitted maximal effect; on the % scale 0 is the no-effect control and ±100 the full control effect
# Target sequence (Q27686 whole entry, looked up): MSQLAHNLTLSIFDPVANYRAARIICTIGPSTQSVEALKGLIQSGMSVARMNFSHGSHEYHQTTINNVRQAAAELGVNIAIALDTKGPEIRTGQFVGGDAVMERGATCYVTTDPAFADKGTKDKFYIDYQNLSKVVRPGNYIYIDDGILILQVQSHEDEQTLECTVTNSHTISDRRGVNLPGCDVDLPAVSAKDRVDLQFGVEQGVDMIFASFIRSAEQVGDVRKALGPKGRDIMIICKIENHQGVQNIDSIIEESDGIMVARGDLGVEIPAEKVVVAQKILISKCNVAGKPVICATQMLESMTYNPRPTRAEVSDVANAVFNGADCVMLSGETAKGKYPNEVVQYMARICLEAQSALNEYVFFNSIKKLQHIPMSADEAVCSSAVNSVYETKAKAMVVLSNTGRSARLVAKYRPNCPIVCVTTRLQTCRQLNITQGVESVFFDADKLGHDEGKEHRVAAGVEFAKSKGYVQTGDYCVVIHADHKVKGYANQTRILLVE
#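 qHTS format; LmPK 0.1 nM; substrates PEP 0.5 mM and ADP 0.1 mM. One-hour room-temperature incubation, then coupled luciferase luminescence; 0.5 nM enzyme wells mark activation.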
# AMA1-RON2 inh: disrupts binding of P. falciparum AMA1 to RON2; Potency, µM (highest dose often 58.2 µM), without a hit: at the top dose activity change, negative = inhibition, hits mostly inhibitors; AlphaScreen AMA1-biotinylated RON2 peptide binding; hit rate 0.2% among 360,000;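 further: potency means the concentration at half of the fitted maximal effect; 0% = vehicle wells and -100% = peptide control; nearly all actives have a fitted effect of over 45% in size; some results filed as inactive show a strong effect at the top dose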
#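 AMA1 (3D7) with his tag at 25 nM final met compounds first, then biotinylated RON2 peptide at 25 nM; detection used donor plus acceptor beads, 10 µg/mL apiece, read by AlphaScreen after 30 min at room temperature.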
# Cycloheximide cs: counter-screen hit for Shiga toxin inhibitors, cycloheximide | cell reporter, cycloheximide protein synthesis inhibition counterscreen | max response, % | hit rate 12% among 300,000; in the data active means max response mostly above about 13%, no sharp cut-off; inactive means mostly below about 14%; further: read at 38.3 µM for the half of the compounds with a filed dose; 0% is about no effect
# Tb PYK inh: inhibitors of Trypanosoma brucei pyruvate kinase | Q57TT1 | TbPYK enzyme, Kinase-Glo Plus ATP luminescence, 45 min | Potency, µM (series often up to 76.8 µM), for the others: at the highest dose activity, negative = inhibition, actives largely listed as inhibitors | hit rate 0.12% among 410,000; further: potency means the concentration at half of the fitted maximal effect; on the % scale 0 is the no-effect control and ±100 the full control effect; nearly all actives have a fitted effect of over 50% in size
#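 In this concentration-response screen, enzyme-free wells defined baseline while DMSO plates tracked drift. Each reaction combined TbPYK, substrate, compound and 130 uM ADP for 45 min at room temperature. Kinase-Glo Plus luminescence gave the signal.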
# Shiga inhibitor: Shiga toxin inhibition; Vero cells, Shiga toxin protein synthesis inhibition reporter; inhibition, % at 38.7 µM; hit rate 9.2% among 290,000; in the data active means inhibition mostly above about 28%, no sharp cut-off; inactive means mostly below about 43%; further: 0% is about no effect
# Pf growth 96h: P. falciparum growth inhibition at 96 hour, primary screen for plastid delayed-death inhibitors. Potency, µM (titrated, usually from 28.7 µM), for the others: at the top dose activity change, negative = inhibition, usual class: inhibitors. P. falciparum luciferase reporter growth, 96 h. hit rate 6.9% among 320,000. AID 504834; further: potency means the concentration at half of the fitted maximal effect; on the % scale 0 is the no-effect control and ±100 the full control effect
#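 Infected RBCs, 2% Hct / 0.05% parasitemia final; luciferase-reporter P. falciparum; cpd 96 h, 37 C, 5% CO2; luciferase detection reagent; luminescence.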
# Pf growth 48h: inhibits P. falciparum growth in the first generation, 48 h. Potency, µM (doses to about 28.7 µM), for the others: at the top dose activity change, negative = inhibition, usual class: inhibitors. hit rate 5.9% among 310,000. P. falciparum luciferase growth in erythrocytes, 48 h. AID 504832; further: potency means the concentration at half of the fitted maximal effect; on the % scale 0 is the no-effect control and ±100 the full control effect
#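 Read-out is firefly luciferase luminescence from an integrated reporter in P. falciparum, so falling signal marks reduced parasite growth. Infected erythrocytes were at 2% hematocrit and 0.1% parasitemia (final) in Albumax-supplemented RPMI 1640.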
# The depositor's hits bear a star; ? = inconclusive; nt = not tested or not shown; & = joins results of further samples; [ ] = remark or other dose. Unless noted, the call rests on the fitted dose curve; in most records, active means well fitted curve in the direction sought with a large enough effect; inconclusive means small, poorly fitted or top-dose-only effect, or another doubt; inactive means no such curve, though single readings can be large; an effect the other way counts as inactive or inconclusive.
entry | SMILES | LmPK inh | Tb PYK inh | AMA1-RON2 inh | Cycloheximide cs | Pf growth 96h | Pf growth 48h | Shiga inhibitor
1 | C=CC1CN2CCC1CC2[C@@H](OC(=O)c1ccc(OC)cc1)c1ccnc2ccccc12 (some centres not stated) | 1% | 1% | -24% | -7 | 12% | 2.9µM* | -24
2 | CCOc1ccc(S(=O)(=O)N2CC(=O)Nc3ccccc32)cc1 | -5% | 1% | 11% | -1 | -1% | 14% | -5
3 | Cc1noc(NS(=O)(=O)c2ccc(NC(=O)c3cc(-c4ccccc4Cl)nc4ccccc34)cc2)c1C | 4% | -1% | -26% | -3 | ? | 0% | -2
4 | CC(=O)c1c(C)[nH]c(C(=O)Nc2cc(F)ccc2C)c1C | 0% | 5% | -3% | 10 | 6% | 0% | -1
5 | CCc1ccc(N2C(=O)NC(=O)/C(=C/c3cccn3CCOc3ccc(C(C)CC)cc3)C2=O)cc1 (configuration not stated) | 1% | -1% | -12% | 77* | 144%[activator] | 64%[activator] | 121*
6 | Cc1cc(NC(=O)CSc2nnc(CNC(=O)c3ccc(C(C)(C)C)cc3)o2)no1 | 0% | 3% | 95%[activator] | -3 | ? | 41% | -5
7 | Cc1cccc(OCC(=O)NC(=S)Nc2ccccc2N2CCOCC2)c1 | 1% | -9% | 45%[activator] | -3 | 19% | 6% | 17
8 | Cc1nnc(SC(C)C(=O)N2CCc3ccccc32)s1 (configuration not stated) | -1% | -2% | 0% | 0 | nt | 6% | -6
9 | C[C@H](NC(=O)c1nc[nH]c1C(=O)N[C@@H](Cc1ccccc1)C(=O)OC(C)(C)C)c1ccccc1 | 1% | 0% | 148%[activator] | 9 | ? | 3.3µM* | -3
10 | CC(C)(C)c1ccc(C(=O)N/N=C/c2ccccn2)cc1 | 0% | -18% | 73%[activator] | 45* | -29% | ? | 85*
11 | COc1ccc(CN(C)CC(=O)c2c(N)n(Cc3ccccc3)c(=O)n(C)c2=O)c(OC)c1 | 0% | -4% | -1% | 0 | nt | -18% | -4
12 | CCCOc1ccc(CC(=O)NCc2ccco2)cc1OC | 5% | ? | 14% | -4 | nt | -5% | -13
13 | O=C(c1cc[n+]([O-])cc1)N1CCc2c([nH]c3ccccc23)C1c1ccccc1Cl (configuration not stated) | 8% | -4% | -7% | 1 | -1% | ? | -12
14 | CC(C)=CC(=O)OCC(=O)Nc1ccc(Cl)cc1 | -4% | 1% | -1% | 24* | 187%[activator] | 55%[activator] | 41*
15 | CCCN1C(=O)C(=O)N(CC(=O)c2cc(C)n(C3CC3)c2C)C1=O | nt | 0% | -3%[11.6 µM] | nt | 261%[activator] | 122%[activator] | nt
16 | COC(=O)c1ccc(CN2CCC(Oc3cccc(C(=O)N4CCOCC4)c3)CC2)cc1 | -8% | 2% | 8% | 11 | 0% | -1% | 1
17 | COc1ccc(NC(=O)c2c(C(F)(F)F)nn(C)c2SCc2ccccc2)cc1 | 4% | -9% | 2% | 14 | 0% | ? | 25
18 | CCc1cccc(NC(=O)CSCc2cc(=O)[nH][nH]2)c1 | 7% | -27% | 45%[activator] | -2 | nt | 6% | 4
19 | Cc1cc2oc(=O)cc(C)c2cc1NC(=O)CCC(=O)O | 1% | -10% | -1% | -2 | -2% | nt | -3
20 | Cn1cc(S(=O)(=O)N2CCN(c3cccc(Cl)c3)CC2)c(=O)n(C)c1=O | -1% | 8% | -11% | -2 | ? | -6% | 9
21 | Cc1ccc(S(=O)(=O)N2CCCC(C(=O)NCC3COCCO3)C2)cc1 (configuration not stated) | 0% | -3% | 0% | -4 | 39%[activator] | -7% | 3
22 | CCOc1ccc(NC(=S)Nc2ccc(OCC)cc2)cc1 | -8% | -10%&-3% | 0% | -2 | ? | -19%&-3% | 24
23 | CCN(CC)C(=O)c1[nH]cnc1C(=O)N[C@@H](Cc1ccccc1)C(=O)OCc1ccccc1 | 3% | -3% | 80%[activator] | -2 | 1% | -17% | -11
24 | CCCCN(C(=O)/C=C/c1ccccc1)C1CCS(=O)(=O)C1 (configuration not stated) | nt | 3% | -4% | nt | ? | -13% | nt

# Some of the entries above in another layout.
16	COC(=O)c1ccc(CN2CCC(Oc3cccc(C(=O)N4CCOCC4)c3)CC2)cc1
17	COc1ccc(NC(=O)c2c(C(F)(F)F)nn(C)c2SCc2ccccc2)cc1
18	CCc1cccc(NC(=O)CSCc2cc(=O)[nH][nH]2)c1
19	Cc1cc2oc(=O)cc(C)c2cc1NC(=O)CCC(=O)O
20	Cn1cc(S(=O)(=O)N2CCN(c3cccc(Cl)c3)CC2)c(=O)n(C)c1=O
21	Cc1ccc(S(=O)(=O)N2CCCC(C(=O)NCC3COCCO3)C2)cc1 (configuration not stated)
22	CCOc1ccc(NC(=S)Nc2ccc(OCC)cc2)cc1
23	CCN(CC)C(=O)c1[nH]cnc1C(=O)N[C@@H](Cc1ccccc1)C(=O)OCc1ccccc1
Assay by compound | 16 | 17 | 18 | 19 | 20 | 21 | 22 | 23
LmPK inh | -8% | 4% | 7% | 1% | -1% | 0% | -8% | 3%
Tb PYK inh | 2% | -9% | -27% | -10% | 8% | -3% | -10%&-3% | -3%
AMA1-RON2 inh | 8% | 2% | 45%[activator] | -1% | -11% | 0% | 0% | 80%[activator]
Cycloheximide cs | 11 | 14 | -2 | -2 | -2 | -4 | -2 | -2
Pf growth 96h | 0% | 0% | nt | -2% | ? | 39%[activator] | ? | 1%
Pf growth 48h | -1% | ? | 6% | nt | -6% | -7% | -19%&-3% | -17%
Shiga inhibitor | 1 | 25 | 4 | -3 | 9 | 3 | 24 | -11

24	CCCCN(C(=O)/C=C/c1ccccc1)C1CCS(=O)(=O)C1 (configuration not stated)
Assay by compound | 24
LmPK inh | nt
Tb PYK inh | 3%
AMA1-RON2 inh | -4%
Cycloheximide cs | nt
Pf growth 96h | ?
Pf growth 48h | -13%
Shiga inhibitor | nt

# (cont.)
entry | SMILES | LmPK inh | Tb PYK inh | AMA1-RON2 inh | Cycloheximide cs | Pf growth 96h | Pf growth 48h | Shiga inhibitor
25 | CC(NC(=O)c1ccc(Br)cc1Br)c1ccccc1 (configuration not stated) | -3% | -1% | 10% | 11 | ? | 44%[activator] | 12
26 | CC1=C(C)C(=O)N(c2ccc(C(=O)O)cc2)C1=O | -7% | -1% | -1% | 6 | 47%[activator] | 8% | 5
27 | Cc1c(C(=O)N2CCCCCC2)c(S(=O)(=O)Nc2ccc(F)cc2)c(C)n1C | 0% | -2% | -11% | -1 | ? | 0% | -3
28 | CC(C)N1C(=O)c2ccccc2N(Cc2ccccc2)S1(=O)=O | -4% | -8% | 24% | 3 | 3% | -17% | 59
29 | COCC(=O)N/N=C/c1c(C)[nH]n(-c2ccccc2)c1=O | 18% | -2% | 50%[activator] | -4 | 0% | ? | -3
30 | S=c1[nH]ccn1-c1c(Cl)cccc1Cl | 0% | ? | 12% | -6 | 2% | 39%[activator] | -11
31 | Cc1c(C(=O)N2CCN(c3cccc(Cl)c3)CC2)cccc1[N+](=O)[O-] | 1% | -15% | -2% | 8 | -3% | -2% | -4
32 | COc1ccc2cc(C(=O)N3CCCCCC3)sc(=O)c2c1OC | -2% | 6% | 6% | 2 | ? | 10% | 17
33 | Cc1ccc(S(=O)(=O)CCC(=O)Nc2ccccc2Br)cc1 | -3% | -1% | 7% | -3 | 16% | 21% | -7
34 | C#CCOC(=O)C(NC(=O)c1ccccc1)=C(C)C | 4% | 5% | -7% | 8 | -9% | nt | -2
35 | COc1ccc(-n2sc3c(c2=S)-c2cc(OC)ccc2NC3(C)C)cc1 | 3% | 4% | 22µM* | 1 | ? | ? | -6
36 | Cc1ccc(S(=O)(=O)Nc2ccc3c(c2)CCC3)cc1 | 1% | 3% | -4% | 8 | ? | -2% | 11
37 | Fc1cccc(/C=N/Nc2ncnc3nc[nH]c23)c1 | ? | -16% | 80%[activator] | 83* | ? | ? | 71*
38 | Cc1cc(C)n(-c2nc3ccccc3nc2N2CCN(C(=O)c3ccc(Cl)cc3)CC2)n1 | 5% | -8% | 11% | -3 | 2% | ? | -10
39 | Cc1cc(Cl)ccc1NC(=O)CCC(=O)N/N=C/c1cccnc1 | -8% | -19% | -2% | -2 | ? | 6% | -16
40 | Cc1cccc(C)c1NC(=O)COC(=O)CCc1ccc(S(=O)(=O)N2CCCCC2)cc1 | 6% | -7% | -6% | -3 | 28% | 7% | -9
41 | COc1cccc(-n2nc3c(-n4ncc(C#N)c4N)nnc(C)c3c2C)c1 | -2% | -10% | -2% | -2 | -27% | -29% | 3
42 | COC(=O)COc1ccc(S(=O)(=O)NCc2cccnc2)cc1C | 3% | 6% | 5% | 1 | nt | 3% | 22
43 | COC(=O)c1cc([N+](=O)[O-])c(-n2cncn2)c([N+](=O)[O-])c1 | 0% | 6% | -8% | -3 | 20% | 37%[activator] | -13
44 | O=C(CNc1cccc2ccccc12)N/N=C/C=C/c1ccco1 | -5% | -5% | -1% | -4 | ? | 22% | -8
45 | O=C(Nc1ccc(Br)cn1)c1ccc([N+](=O)[O-])cc1Cl | -6% | -1% | -22% | 52* | 137%[activator] | 233%[activator] | 119*
46 | S=c1[nH]ncn1NCc1ccc(Cl)cc1Cl | ? | ? | 77%[activator] | -1 | -40% | 32%[activator] | 19
47 | CCNS(=O)(=O)c1ccc(CCC(=O)N2CCN(c3ccccc3F)CC2)cc1 | -1% | 4% | 5% | -3 | ? | 2% | 2
48 | COc1ccccc1CNC(=O)CCCN1C(=O)NC2(CCCC2)C1=O | nt | -2% | 0% | nt | -3% | ? | nt
49 | O=C(NC1(C(F)(F)F)C(=O)Nc2c1c(=O)[nH]c(=O)n2Cc1ccco1)C1CC1 (configuration not stated) | 4% | 6% | 0% | -2 | 15% | -13% | 2
50 | COCCCN1C(=O)c2ccc(C(=O)OCC(=O)NCCc3ccccc3)cc2C1=O | 5% | 8% | -12% | 9 | 14% | -5% | -1
51 | Cc1cccc(NC(=O)c2ccc([N+](=O)[O-])cc2Cl)n1 | -3% | -4% | -11% | 7 | ? | 36%[activator] | -8
52 | COC(=O)C(CCSC)NC(=O)CNC(=O)C1CCCCC1 (configuration not stated) | -5% | 3% | -12% | -2 | ? | 11% | -15
53 | CN(C)S(=O)(=O)c1cccc(NC(=S)NCc2ccc3c(c2)OCO3)c1 | 2% | -1% | 12% | 1 | ? | -13% | -10
54 | C/C(N)=C(/C#N)C(=O)CSc1nnc(SCc2ccc(Cl)cc2)s1 | 3% | -2%&-5% | -4%&-3% | 12 | 45%[activator] | -24% | 48
55 | Cc1cccc([N+](=O)[O-])c1NC(=O)CSc1nnc2ccccn12 | nt | -5% | 21% | nt | ? | -12% | nt
56 | Cc1c(N=Cc2c(O)n(CCc3ccc(F)cc3)c(=O)[nH]c2=O)c(=O)n(-c2ccccc2)n1C | 2% | -7% | 3% | -2 | 10µM* | -8% | -9
57 | CC(=O)Oc1ccc2occ(-c3ccccc3)c2c1 | 0% | 1% | 48%[activator] | 25* | ? | 47%[activator] | 125*

# Screening data as filed in PubChem.
